D2 antagonist: antagonizes the human D2 dopamine receptor | 340,000 compounds, 2% hits | HEK293 TREx D2 cells, calcium flux, dopamine EC80 | P14416 | inhibition, % at 10 µM; in the data active = inhibition above about 30%; note: 0% is about no effect
Target sequence (P14416 whole entry, looked up): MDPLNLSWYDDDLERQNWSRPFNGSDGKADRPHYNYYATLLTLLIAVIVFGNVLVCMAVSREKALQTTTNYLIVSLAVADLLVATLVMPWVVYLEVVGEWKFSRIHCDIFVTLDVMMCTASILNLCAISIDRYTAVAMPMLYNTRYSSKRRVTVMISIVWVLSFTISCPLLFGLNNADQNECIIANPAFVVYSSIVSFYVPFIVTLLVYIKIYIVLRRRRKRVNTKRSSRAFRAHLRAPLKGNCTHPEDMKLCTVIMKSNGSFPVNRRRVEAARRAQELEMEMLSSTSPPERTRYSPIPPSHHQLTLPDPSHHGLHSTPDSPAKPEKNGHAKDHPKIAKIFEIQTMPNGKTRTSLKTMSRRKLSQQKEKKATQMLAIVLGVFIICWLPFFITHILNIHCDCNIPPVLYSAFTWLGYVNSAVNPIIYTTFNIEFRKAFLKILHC
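Inhibition of EC80 dopamine-driven calcium flux, recorded kinetically, defines activity here; cells are a tetracycline-induced HEK293 T-REx line expressing force-coupled D2.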
TRHR enhancer: allosteric enhancers of human TRH receptor; P34981; TRHR cells, fluo-8 calcium fluorescence, EC20 TRH enhancement; enhancement, % at 2 µM; 360,000 compounds, 0.66% hits; in the data active = enhancement above about 30%; note: 0% is about no effect
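TRHR-expressing cells loaded with fluo-8 calcium dye were read kinetically (ex 480/em 530) during compound addition, then stimulated with an EC20 of TRH (10 nM final). Enhancement of the Gq-mediated intracellular calcium response was scored.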
RXFP1 antagonist: antagonists of human relaxin receptor RXFP1; Q9HBX9; HEK293-RXFP1, relaxin-stimulated cAMP HTRF, 30 min; active compounds read low; activity change, negative = inhibition, % at 57.5 µM; 350,000 compounds, 0.59% hits; AID 1259400;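 active = activity change of -60% or lower, but not beyond a set lower limit; inconclusive = change between -60% and -40%, or beyond the set limit; inactive = change above -40%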; note: % is set by controls: 0 for no effect and ±100 for the full control effect
D2 ag: activates the human D2 dopamine receptor; P14416; HEK293 T-REx D2 cells, calcium flux agonist mode; activation, % at 2 µM; 340,000 compounds, 0.53% hits;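 active = activation over 3 SD above normal in the single-dose calcium agonist read, cut at about 30% in these data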; note: 0% is about no effect
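Tetracycline-induced HEK293 Trex cells with D2 receptor force-coupled to calcium signaling, plated overnight at 30 C and loaded with no-wash calcium dye. Calcium flux read kinetically for 180 s after compound addition; responses flag agonists.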
D1 agonist: agonists of human D1 dopamine receptor. P21728. HEK293 T-REx D1 cells, calcium flux, agonist mode. activation, % at 2 µM. 360,000 compounds, 1% hits. AID 504660; note: 0% is about no effect
Target sequence (P21728 whole entry, looked up): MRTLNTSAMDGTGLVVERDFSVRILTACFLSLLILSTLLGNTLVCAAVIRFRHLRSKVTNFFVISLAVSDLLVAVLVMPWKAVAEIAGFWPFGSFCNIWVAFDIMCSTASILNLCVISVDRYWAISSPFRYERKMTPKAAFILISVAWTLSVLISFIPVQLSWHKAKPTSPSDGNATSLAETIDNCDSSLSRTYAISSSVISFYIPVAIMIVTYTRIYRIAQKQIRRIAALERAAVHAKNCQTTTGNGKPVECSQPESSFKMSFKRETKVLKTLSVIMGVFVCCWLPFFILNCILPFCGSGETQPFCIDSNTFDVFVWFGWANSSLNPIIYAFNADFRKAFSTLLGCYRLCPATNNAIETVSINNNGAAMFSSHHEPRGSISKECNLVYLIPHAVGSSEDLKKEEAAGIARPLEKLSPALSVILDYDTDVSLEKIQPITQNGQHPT
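Agonism was scored from calcium flux recorded over 180 s (1 read/s) after pintool compound addition, following a 10-cycle baseline. Cells were inducible force-coupled HEK293 TREx D1, plated overnight at 30 C and loaded with no-wash calcium dye.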
D1 antag: human D1 dopamine receptor antagonism; activity change, negative = inhibition, % at 10 µM; AID 504652; P21728; 360,000 compounds, 3.2% hits; HEK293 TREx D1 cells, calcium flux, dopamine EC80; active compounds read low; in the data active = activity change below about -30%; note: % is set by controls: 0 for no effect and ±100 for the full control effect
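Kinetic fluorescence of a calcium dye serves as the read-out. D1-expressing Hek293 Trex cells, induced overnight at 30 C, are exposed to compound for 180 s before an EC80 dopamine addition, then read 180 s further.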
TRHR ag: TRH receptor (human) agonism | 360,000 compounds, 0.18% hits | P34981 | activation, % at 2 µM | TRHR cells, calcium flux fluo-8, FDSS agonist mode; note: 0% is about no effect
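Fluo-8-loaded TRHR cells; 10 s baseline, compound added, kinetic Ca2+ fluorescence read 1/s, agonist mode.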
D1 PAM: enhances dopamine response at the human D1 receptor. AID 504651. 360,000 compounds, 0.036% hits. potentiation, % at 10 µM. P21728. HEK293 TREx D1 cells, calcium flux, dopamine EC20 potentiation; in the data active = potentiation above about 30%; note: 0% is about no effect
D2 potentiator: positively modulates the human D2 dopamine receptor allosterically; potentiation, % at 10 µM; P14416; HEK293 T-REx D2, calcium flux, EC20 dopamine potentiation; 340,000 compounds, 0.34% hits;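 active = potentiation over 3 SD above the plate norm, cut at about 30% in these data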; note: 0% is about no effect
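Tetracycline-induced HEK293 T-REx cells force-coupled to calcium signalling expressed D2; compounds were pin-added after a 10 s baseline, read kinetically 180 s, then an EC20 dopamine challenge followed with a further 180 s calcium read.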
Starred values were filed as active, the others as inactive; u = inconclusive; x = no result given; & = joins results of further samples. Cut-off read from the data, not from the text of the source, unless noted: active = activation above about 30%; inactive = the rest.

SMILES	D2 antagonist	TRHR enhancer	RXFP1 antagonist	D2 ag	D1 agonist	D1 antag	TRHR ag	D1 PAM	D2 potentiator
Cc1ccc(OCC(=O)NNC(=O)C2CCN(c3nc(C)cc(C)n3)CC2)cc1	-5	0	-1	-1.6	-1	-16	-0.3	-4	2
COc1ccc(NC(=O)c2ccco2)cc1NC(=O)c1ccc(C#N)cc1F	-1	2&15	-4	-0.5&-1.4	0&1	-9&-1	-1.2&-3.4	-7&0	-3&-1
O=C(NCC(=O)N(Cc1ccccc1)C(C(=O)NC1CCCC1)c1cccnc1)c1ccco1 (stereo not drawn)	-9	-1	-1	0.5	2	-9	0.4	-2	0
CC1CCN(C(=O)CCC(=O)Nc2nnc(C(F)(F)F)s2)CC1	16	-3	-8	0.7	2	-7	0.9	0	-20
Cc1cccc(N2CCN(S(=O)(=O)c3c(C(=O)N4CCC(C)CC4)c(C)n(C)c3C)CC2)c1C	x	-14	-8	x	5	-6	-0.3	2	-1
Cc1ccc(-c2cc(-c3ccccc3Cl)[nH]n2)c(O)c1	-8	-2	-1	-1.1	1	-25	1.0	-3	0
COc1ccccc1-n1ccnc1SCC(=O)NCC1CCCO1 (stereo not drawn)	13	4	1	-0.5	4	18	0.2	-6	-2
COc1cc(CN2CCCC(N3CCN(c4ccc(F)cc4)CC3)C2)ccc1F (stereo not drawn)	10	-8	-4	-0.9	11	7	0.1	-3	-12
O=C(NN1C(=O)c2ccccc2NC1c1ccccn1)c1ccccc1 (stereo not drawn)	5	1	-12	0.4	2	-8	0.7	3	-8
O=C(Nc1ccc2c(c1)OCCO2)C1CCN(S(=O)(=O)Cc2ccccc2)CC1	0	3	0	0.4	1	1	0.1	-4	10
COCCN(C(=O)COC(=O)C1(C)CC1(Cl)Cl)c1c(N)n(Cc2ccccc2)c(=O)[nH]c1=O (stereo not drawn)	-1	-7	-1	0.1	3	2	0.3	-6	10
CN(C)c1ccc(N/C=C/C(=O)C(C)(C)C)cc1	-7	0	u	0.1	0	-13	0.6	-9	-6
Cc1ccc(NC(=O)C2CCCN2S(=O)(=O)c2cccc3cccnc23)cc1 (stereo not drawn)	x	-4	-21	-0.2	0	9	-0.2	-2	-13
Cc1cccc(NC(=O)c2ccc(NC(=O)c3ccccc3Br)cc2)c1	16	-7	-36	0.4	3	-16	0.3	-1	-8
COc1cn(-c2ccccc2)nc1C(=O)Nc1ccc(C)cc1	24	-5	-3	-2.0	34*	-1	-0.7	-2	3
CCOC(=O)c1cccc(NC(=O)CCS(=O)(=O)c2cccs2)c1	-13	-5	9	-0.1	1	1	-0.3	7	-4
CN(Cc1ccc2nsnc2c1)Cc1nc(Cc2cccc(F)c2)no1	3	-1	6	-1.6	0	-4	0.4	1	0
O=C(Nc1ccc2nc(C3CC3)n(Cc3ccccc3)c(=O)c2c1)C1CC1	2	8	-11	-2.1	2	8	-1.3	0	8
Cc1ccc(N2CCC(N3CCN(C4CCCCC4)C(CCO)C3)CC2)cc1 (stereo not drawn)	-1	10	-7	0.0	7	-18	-0.5	1	10
CC1CCN(c2ccc3nnc(CCC(=O)Nc4ccc(F)cc4)n3n2)CC1	0	2	27	0.0	1	15	-0.6	4	0
CS(=O)(=O)Nc1ccc(C(=O)Nc2ccccc2C(=O)N2CCCC2)cc1	8	8	0	-0.6	4	6	0.1	0	-9
O=S(=O)(Cc1noc(-c2ccc(OC(F)(F)F)cc2)n1)c1ccc(F)cc1	19	-1	7	0.3	4	0	0.2	-5	4
Cc1cccc(OCC(=O)Nc2cc(S(=O)(=O)N3CCCCC3)ccc2N2CCN(C)CC2)c1	-1	5	8	-1.7	2	-6	-0.9	-4	2
NS(=O)(=O)c1ccc(NC(=O)COc2ccc(S(=O)(=O)NC3CCCCC3)cc2)cc1	x	4	x	-0.9	1	10	-0.5	-1	-10
O=C(OCC(=O)N1CCCC1)c1cc([N+](=O)[O-])ccc1Cl	-4	-2	-14	0.6	1	4	1.0	6	-2
SMILES	D2 antagonist	TRHR enhancer	RXFP1 antagonist	D2 ag	D1 agonist	D1 antag	TRHR ag	D1 PAM	D2 potentiator
CC1Oc2ccccc2C=C1/C=C1/SC(N2CCOCC2)=NC1=O (stereo not drawn)	-8	5	3	-0.1	5	6	-0.3	-4	36*
CC1(C)CC(CC(=O)O)(c2ccccc2)CCO1 (stereo not drawn)	15	-6	-8	1.0	4	12	0.5	-5	1
O=C(O)c1ccc2c(c1)C(=O)N(CCC1=CCCCC1)C2=O	-7	4	-3	-1.1	1	4	0.0	-3	2
O=C1CSC(c2ccc(Cl)cc2)N1c1cccnc1 (stereo not drawn)	-7	3	-11	-0.4	5	13	-1.0	0	-6
Cc1cc(C(=O)NNC(=O)c2ccc(NC(=O)CC#N)cc2)c(C)o1	15	3	1	1.1	4	1	0.4	-4	4
CCN(Cc1ccccc1)C(=O)c1oc2ccc(S(=O)(=O)N3CCOCC3)cc2c1C	-5	5	9	0.3	4	7	-0.9	-6	-4
CC(C)OP(=O)(OC(C)C)C(O)c1ccc2c(c1)OCO2 (stereo not drawn)	6	-5	4	-0.1	2	1	0.1	-4	-2
N#Cc1nc(Cc2ccccc2)oc1NCCN1CCOCC1	-2	3	-7	-0.1	2	-14	-0.3	0	1
CCCC(=O)C1=C(O)C(C(=O)OC)C(C)(C)CC1=Nc1ccc(OC)cc1 (stereo not drawn)	-3	0	-7	-0.4	1	0	-1.4	0	-1
Cc1ccc2nc(CN3CCN(C(=O)Nc4ccc(F)cc4)CC3)oc2c1	x	-5	x	0.7	-1	-3	0.1	-1	x
CCOC(=O)C1=C(COC(=O)/C=C/c2cccc(Br)c2)NC(=O)NC1C (stereo not drawn)	9	2	-8	0.3	2	1	-0.3	1	0
CCOC(=O)c1c(NC(=O)CSc2ncccn2)sc2c1CCN(Cc1ccccc1)C2	x	-4	-6	x	7	-78*	1.9	-11	-25
c1ccc2sc(Cc3nnc4n3CCCCC4)nc2c1	-8	1	-15	0.6	3	-7	0.1	-16	11
CCCCC(C(=O)NCCC(C)C)N(CCCN1CCOCC1)C(=O)c1snc(C(N)=O)c1N (stereo not drawn)	-7	-2	-7	0.4	0	-19	-0.5	4	3
CCc1ccc(NC(=O)c2cc(-c3ccc4c(c3)OCO4)on2)cc1	-19	6	0	-0.6	0	-14	-0.1	-4	11
CCSc1nnc(C)c2ccccc12	-5	11	12	-0.7	1	-10	-0.7	-2	-7
COCCn1c(=O)[nH]c(=O)c2c1nc(-c1ccc(-c3ccc(Cl)cc3[N+](=O)[O-])o1)n2Cc1ccccc1	20	0	-4	-1.1	0	4	-0.4	-5	4
CC1(C)CC(=O)C=C(NCCc2ccccc2)C1	-13	11	4	-2.2	-3	7	0.1	4	-3
Cc1ccccc1-c1nnc(CN2CCN(c3ccccn3)CC2)o1	x	-2	-11	x	6	-3	0.6	-3	-19
CCNC(=O)CC1C(=O)N(c2ccc(F)cc2)C(=O)N1Cc1ccc(OC)cc1 (stereo not drawn)	-25	8	6	0.5	3	2	0.0	2	7
COCCn1c(SCC(=O)Nc2ccc(C(F)(F)F)cc2)nc2c([nH]c3ccccc32)c1=O	x	-5	x	x	0	14	0.2	1	-7
CC(=O)Nc1ccc(NC(=O)C2CCN(C(=O)c3cccs3)CC2)cc1	22	2	-2	0.6	1	-24	1.3	-5	1
CCCCNc1ncnc2c1cnn2Cc1ccc(Cl)cc1	-23	3	-9	-0.3	4	-1	0.3	-4	6
Cc1nc2sc(C(c3ccccc3)N3CCN(CCO)CC3)c(O)n2n1 (stereo not drawn)	-13	2	-5	-0.9	2	-6	-0.2	-6	-5
Cc1[nH]c(C)c(S(=O)(=O)N2CCN(c3cccc(C(F)(F)F)c3)CC2)c1C(=O)N1CCCCC1	17	-7	-17	0.0	2	15	-0.4	0	-2

Part of the list above in order of number of heavy atoms, ascending:
SMILES	D2 antagonist	TRHR enhancer	RXFP1 antagonist	D2 ag	D1 agonist	D1 antag	TRHR ag	D1 PAM	D2 potentiator
COc1ccccc1-n1ccnc1SCC(=O)NCC1CCCO1 (stereo not drawn)	13	4	1	-0.5	4	18	0.2	-6	-2
Cc1cc(C(=O)NNC(=O)c2ccc(NC(=O)CC#N)cc2)c(C)o1	15	3	1	1.1	4	1	0.4	-4	4
Cc1cccc(NC(=O)c2ccc(NC(=O)c3ccccc3Br)cc2)c1	16	-7	-36	0.4	3	-16	0.3	-1	-8

Laid out differently: entries from further up
Value order: D2 antagonist	TRHR enhancer	RXFP1 antagonist	D2 ag	D1 agonist	D1 antag	TRHR ag	D1 PAM	D2 potentiator
Cc1cc(C(=O)NNC(=O)c2ccc(NC(=O)CC#N)cc2)c(C)o1
→ 15	3	1	1.1	4	1	0.4	-4	4
CCN(Cc1ccccc1)C(=O)c1oc2ccc(S(=O)(=O)N3CCOCC3)cc2c1C
→ -5	5	9	0.3	4	7	-0.9	-6	-4
Cc1nc2sc(C(c3ccccc3)N3CCN(CCO)CC3)c(O)n2n1 (stereo not drawn)
→ -13	2	-5	-0.9	2	-6	-0.2	-6	-5
CCOC(=O)c1c(NC(=O)CSc2ncccn2)sc2c1CCN(Cc1ccccc1)C2
→ x	-4	-6	x	7	-78*	1.9	-11	-25

More records:
SMILES	D2 antagonist	TRHR enhancer	RXFP1 antagonist	D2 ag	D1 agonist	D1 antag	TRHR ag	D1 PAM	D2 potentiator
COc1ccc(Cl)cc1C(=O)Nc1cccc(-c2ccc3nncn3n2)c1	-1	0	9	0.2	2	-1	-0.7	5	2
Cc1ccc(-n2cc(C(C)(C)C)[nH]c2=S)cc1	-11	-5	13	-0.2	3	-46*	-0.4	-7	-6
CCC(C(=O)Nc1ccc(S(=O)(=O)N(C)C2CCN(C)CC2)cc1)c1ccccc1 (stereo not drawn)	-39	4	1	1.1	30*	-14	3.0	-9	13
Cc1ccc2c(c1)C(c1ccccc1)N(C(=O)c1ccc(S(=O)(=O)N3CCOCC3)cc1)CC(=O)N2 (stereo not drawn)	x	-7	-11	x	3	-15	0.8	-4	x
O=C(C1CC(c2ccc(F)cc2)=NO1)N1CCCc2ccccc21 (stereo not drawn)	-5	-5	4	-0.5	0	6	-0.8	3	-3
COc1ccc(Nc2nnc(SCC3CCCO3)s2)cc1 (stereo not drawn)	-20	-1	-14	0.3	2	-5	-0.5	-11	-6
COCCNC(=O)c1ccc(C(=O)C(=O)c2ccccc2)cc1	-10	6	-3	0.6	8	0	0.3	-2	15
CC(C)n1cnnc1SCC(=O)Nc1ccc(Br)cc1F	x	-5	10	x	-1	-14	-0.5	-1	-1
Cc1cccc2c(C(=O)Nc3ccc(Br)cc3)cc(-c3ccccn3)nc12	-8	-4	8	-1.2	3	-3	1.1	0	-1
Cc1ccc(NC(=O)Cn2cc(C(=O)C3CC3)c3ccccc32)cc1C	x	-10	-6	1.0	4	-9	1.1	-2	3
O=C(Nc1cccc2c1CCCC2)C1CCCN(S(=O)(=O)c2cccc3nonc23)C1 (stereo not drawn)	4	4	-8	0.7	0	-21	-0.7	-7	-1
S=C(NCCNC(=S)Nc1ccccc1)Nc1ccccc1	0	-3	4	-1.1	14	-19	1.1	-5	2
Cc1ccc(C)c(NC(=O)CN2C(=O)C(C)(C)c3ccccc32)c1	x	-3	-5	-1.2	1	7	0.2	-6	-3
COc1cccc(COC(=O)c2ccc(S(=O)(=O)N3CCC(C)CC3)cc2)c1OC	21	20	-6	3.3	10	2	1.3	-2	4
